Giardia kill: Small Molecules that selectively kill Giardia lamblia: qHTS; activity change, % at 7.66 µM, hits read low; Giardia lamblia trophozoite viability; AID 540267, 2011; actives 0.15% (n = 340,000); in the data active = activity change below about -80%; inconclusive = between about -30% and that limit;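 note: parasites exposed to compound for two days anaerobically before the ATP read; % is set by controls: 0 for no effect and ±100 for the full control effect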
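Trophozoites 100 cells/well + cpd; 48 hrs, 37 deg C, anaerobic. ATPLite 1-Step added, 15-30 min RT, luminescence read (ATP-based viability).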
a7 integrin act: qHTS for Activators of Integrin-Mediated Alleviation for Muscular Dystrophy | alpha7betagal myoblasts, beta-gal FDG fluorescence, 48 h | Potency, µM (series often up to 38.3 µM), without a hit: at the top dose activation, most hits filed as activators | actives 0.064% (n = 350,000);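 note: potency is the fitted concentration of half-maximal effect; 100% = response of the positive control SU9516; nearly all actives have a fitted effect of over 60% in size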
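Alpha7betagal+/- myoblasts (passage 13) were plated 16-24 hr, then exposed to compounds (1:260 dilution of DMSO stock) for 48 hours at 37C. After MPER lysis, β-galactosidase reporter activity was read as FDG fluorescence (ex 480/em 540) after 30 minutes.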
ASM inhibitor: Inhibitors of Secretory Acid Sphingomyelinase (S-ASM): qHTS | Sphingomyelin phosphodiesterase (Homo sapiens), P17405 | Potency, µM (titrated, usually from 57.5 µM), without a hit: at the highest dose activity change, negative = inhibition, hits mostly inhibitors | actives 0.006% (n = 340,000) | placental ASM, HMU-PC fluorogenic substrate, 60 min; note: potency is the fitted concentration of half-maximal effect
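Fluorogenic HMU-PC substrate (9 uM final) is turned over by placental ASM in 60 min at 37 C after a 10 min compound preincubation. Reaction ended by alkaline stop (pH 10), with fluorescence read at 386/447 nm.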
Chronic BCR inh: qHTS Assay to Find Inhibitors of Chronic Active B-Cell Receptor Signaling; ABC-DLBCL IkBa-CBG/CBR reporter, luminescence ratio, 4 h; Potency, µM (titrated, usually from 46.1 µM), without a hit: at the top dose ratio change, negative = lower green/red ratio, usual class: inhibitors; actives 0.05% (n = 340,000); active = well fitted inhibition curve with a large enough effect in the signal ratio, with a control signal flat, not every such curve was filed as active; inconclusive = small, poorly fitted or top-dose-only effect, or effect the other way, or a change in a side signal; the % refers to the signal ratio;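 note: potency is the fitted concentration of half-maximal effect; plate controls were basal doxycycline-induced cells for no effect and cells given 10 µM MG132 for full effect; MG132 reads +100%, hits lower the ratio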
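Cell line TMD8 (human ABC DLBCL), stably expressing tet-inducible CBG68-IkBa fusion and CBR; IMDM/0.5% FBS; cpd up to 46 uM; dox induction, 4 h, 37C/5% CO2; dual luminescence; green/red ratio; MG132 control.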
B2AR arrestin: qHTS assay of beta-arrestin-biased ligands of beta2-adrenergic receptor; Beta-2 adrenergic receptor (Homo sapiens), P07550; beta-arrestin recruitment to beta2AR, cell-based reporter; Potency, µM (highest dose often 46.1 µM), inactives show at the highest dose activation, hits mostly activators; actives 0.02% (n = 330,000); AID 492947, 2010;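 note: potency is the fitted concentration of half-maximal effect; 0% = DMSO controls and full agonism = EC100 isoproterenol or metaproterenol; nearly all actives have a fitted effect of over 65% in size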
Target sequence (P07550 whole entry, looked up): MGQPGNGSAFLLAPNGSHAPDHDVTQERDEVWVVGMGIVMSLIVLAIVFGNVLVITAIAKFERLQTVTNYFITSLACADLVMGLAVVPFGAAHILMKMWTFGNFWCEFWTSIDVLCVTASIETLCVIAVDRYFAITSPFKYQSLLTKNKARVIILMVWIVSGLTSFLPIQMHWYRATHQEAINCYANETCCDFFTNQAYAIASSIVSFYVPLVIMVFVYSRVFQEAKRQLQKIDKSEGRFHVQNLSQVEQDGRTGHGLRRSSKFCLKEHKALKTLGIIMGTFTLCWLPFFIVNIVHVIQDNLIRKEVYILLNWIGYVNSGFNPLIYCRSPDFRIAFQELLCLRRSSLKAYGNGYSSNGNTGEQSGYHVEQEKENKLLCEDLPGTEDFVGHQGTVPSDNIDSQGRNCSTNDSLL
GALK inhibitor: qHTS Assay for Inhibitors of Human Galactokinase (GALK) | actives 0.007% (n = 270,000) | Purified GALK, Kinase-Glo residual ATP luminescence | AID 1868, 2009 | Potency, µM (titrated, usually from 57.5 µM), for the others: at the top dose activity change, negative = inhibition, actives largely listed as inhibitors; note: potency is the fitted concentration of half-maximal effect; % is set by controls: 0 for no effect and ±100 for the full control effect
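Human GALK (5 nM) with 35 uM ATP and 100 uM galactose in 20 mM HEPES pH 8.0, 5 mM MgCl2, 60 mM NaCl, 1 mM DTT, 0.01% BSA. After 1 h at room temperature, leftover ATP was read by Kinase-Glo Plus luminescence.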
Menin MLL FP TR: qHTS Assay for Inhibitors Targeting the Menin-MLL Interaction in MLL Related Leukemias: Competition With Texas Red Labeled MLL-derived Mutant Peptide; O00255; Menin + Texas Red MLL mutant peptide, fluorescence polarization; Potency, µM (doses to about 61.6 µM), without a hit: top-dose FP activity change, negative = inhibition, usual class: inhibitors; actives 0.23% (n = 270,000); active = well fitted inhibition curve with a large enough effect in the polarisation, with a control signal flat, not every such curve was filed as active; inconclusive = small, poorly fitted or top-dose-only effect, or effect the other way, or a change in a side signal; inactive = no such curve, though single readings can be large or run the other way; the % refers to the polarisation; note: potency is the fitted concentration of half-maximal effect; % of control where 0% means no effect; many of its hits are not listed in these tables
Coupling enz: qHTS Assay for Inhibitors of Fructose-1,6-bisphosphate Aldolase from Giardia Lamblia: Coupling assay counterscreen. AID 2472, 2010. actives 0.67% (n = 290,000). activity change, negative = inhibition, % at 58.2 µM, hits read low. coupling enzyme system counterscreen, AmpLite Red fluorescence; in the data active = activity change below about -30%; note: % is set by controls: 0 for no effect and ±100 for the full control effect
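Counterscreen lacking aldolase: glyceraldehyde-3-phosphate coupling-enzyme reagent preincubated 10 min at RT with compound (at 57.5 uM final), then substrate/coupling system with AmpLite Red added; fluorescence read at 525/598 nm after 20 min RT.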
Tb PFK inh: qHTS Assay to Find Inhibitors of T. brucei phosphofructokinase; T. brucei PFK, ADP-Glo luminescence; Potency, µM (top dose mostly 57.5 µM), for inactives: at the top dose activity, negative = inhibition, hits mostly inhibitors; actives 0.17% (n = 330,000); AID 485367, 2010;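 note: potency is the fitted concentration of half-maximal effect; 0% = uninhibited 1x PFK enzyme wells and -100% = no-enzyme wells; nearly all actives have a fitted effect of over 60% in size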
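Compounds were pin-transferred as a titration series up to 57 uM into substrate buffer (0.5 mM F6P, 0.1 mM ATP, pH 8.0), then 1.25 nM PFK was added and reactions ran 45 min before ADP-Glo detection.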
PTAP TSG101 blk: qHTS Assay for Iinhibitors of HIV-1 Budding by Blocking the Interaction of PTAP/TSG101. Fluorescence polarization, FITC-PTAP peptide / Tsg101 binding. AID 493005, 2010. Tumor susceptibility gene 101 protein (Homo sapiens), Q99816. Potency, µM (series often up to 115 µM), inactives show at the top dose activity change, negative = inhibition, usual class: inhibitors. 340,000 tested, under 10 active; active = well fitted inhibition curve with a large enough effect in the main read-out, with a control signal flat, not every such curve was filed as active; inconclusive = small, poorly fitted or top-dose-only effect, or effect the other way, or a change in a side signal; inactive = no such curve, though single readings can be large or run the other way; note: potency is the fitted concentration of half-maximal effect; % of control where 0% means no effect
Target sequence (Q99816 whole entry, looked up): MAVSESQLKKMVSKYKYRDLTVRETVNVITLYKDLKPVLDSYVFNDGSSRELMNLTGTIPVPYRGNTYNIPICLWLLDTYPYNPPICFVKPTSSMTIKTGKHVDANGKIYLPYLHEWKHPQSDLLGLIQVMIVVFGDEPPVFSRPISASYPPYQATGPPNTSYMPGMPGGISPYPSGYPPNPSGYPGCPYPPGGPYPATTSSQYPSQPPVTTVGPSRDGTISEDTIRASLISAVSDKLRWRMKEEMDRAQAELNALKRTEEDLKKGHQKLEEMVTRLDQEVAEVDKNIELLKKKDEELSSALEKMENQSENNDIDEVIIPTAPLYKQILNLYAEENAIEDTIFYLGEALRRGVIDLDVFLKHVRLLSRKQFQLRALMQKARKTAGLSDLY
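Fluorescence anisotropy tracks displacement of a FITC-tagged PTAP peptide (50 nM) from the Tsg101 binding domain (10 uM), following a 20 min room-temperature incubation at pH 7.5.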
PKM2 act: qHTS Assay for Activators of Human Muscle isoform 2 Pyruvate Kinase. Pyruvate kinase PKM (Homo sapiens), P14618. purified PKM2, Kinase-Glo ATP luminescence, activation; response scale: 0% is enzyme alone, no compound. Potency, µM (series often up to 57.5 µM), inactives show at the highest dose activation, usual class: activators. actives 0.34% (n = 260,000). AID 1631, 2009; note: potency is the fitted concentration of half-maximal effect; % is set by controls: 0 for no effect and ±100 for the full control effect; nearly all actives have a fitted effect of over 55% in size
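Purified hPK-M2 (>95% pure) converted ADP (0.1 mM final) to ATP with 0.5 mM PEP in 50 mM imidazole pH7.2, KCl, MgCl2, Tween 20, BSA; 1 h at room temperature. ATP detected by Kinase-Glo luminescence.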
* marks the source's active call; other numbers are inactive results; u = inconclusive; x = not tested or not shown; [ ] = dose if it differs, or a comment. Unless noted, calls come from the whole dose curve; as a rule, active = well fitted curve in the direction sought with a large enough effect; inconclusive = small, poorly fitted or top-dose-only effect, or another doubt; inactive = no such curve, though single readings can be large; an effect the other way counts as inactive or inconclusive.

molecule	GALK inhibitor	Giardia kill	B2AR arrestin	ASM inhibitor	PTAP TSG101 blk	a7 integrin act	Coupling enz	Menin MLL FP TR	PKM2 act	Chronic BCR inh	Tb PFK inh
Cc1cc(C(=O)CSc2nn3c(=O)c(C(C)(C)C)nnc3s2)c(C)n1C	8%	9	3.0%	0%	-1%	1%	-1	18%	-9%	14%	0%
O=C1/C(=C/c2ccccc2)SC(=S)N1CCCC(=O)N1CCCCC1CCO (centres undefined)	3%	-4	-0.4%	-19%	-3%	-48%[inhibitor]	x	x	x	u	-9%
CC[C@@]12C(=O)N(c3cccc(F)c3)C(=O)N1[C@H](c1ccc(Cl)cc1)[C@@H]1C(=O)N(C3CCCCC3)C(=O)[C@@H]12	x	-10	0.1%	0%	-3%	-3%	x	x	x	u	-9%
O=C(N[C@@H](Cc1ccc(O)cc1)C(=O)O)c1cccnc1	3%	-17	-0.1%	1%	x	18%	2	6%	-3%	1%	-4%
COc1ccc(NC(=O)COC(=O)C23CC4CC(CC(O)(C4)C2)C3)cc1Cl	x	-7	0.6%	0%	-3%	25%	x	x	x	-5%	0%
C/C(=N\O)C(C)(C)Nc1ccc(Br)cc1	-1%	7	-0.1%	-2%	-3%	22%	0	x	-1%	-11%	3%
CCC(=O)N1CCc2cc(S(=O)(=O)NCCC(=O)N3CCN(c4ccccn4)CC3)ccc21	0%	2	-0.4%	-1%	-4%	14%	-1	14%	-17%	-10%	9%
CC(C)(C)NC(=O)C(c1ccccn1)N(C(=O)c1ccc2c(c1)OCCO2)C1CCCC1 (centres undefined)	-2%	21	-0.3%	3%	-3%	-4%	0	-3%	5%	-2%	0%
O=C(NCCSCc1c(F)cccc1Cl)c1ccc(CN2CCOCC2)cc1	0%	25	0.5%	-1%	0%	-3%	-2	-3%	-1%	-5%	14%
O=C(Nc1ccccc1-c1ccccc1)C1CCC1	0%	3	-0.1%	-3%	0%	-8%	-5	-14%	-1%	u	-4%
O=C(CSc1nc2ccccc2n1S(=O)(=O)c1cccc([N+](=O)[O-])c1)NCc1cccs1	0%	7	0.2%	4%	0%	18%	1	-4%	2%	10%	0%
CCOC(=O)c1[nH]c2ccc(OC)cc2c1NC(=S)N1CCN(c2cccc(C)c2C)CC1	0%	-21	4.2%	-9%	-4%	-3%	-3	-19%	-11%	8%	-6%
CN(C)C=Nc1c(Br)cc(Br)c2nonc12	-1%	-28	0.3%	-1%	u	16%	-43*	u	3%	-1%	-3%
CCCn1c(-c2cc(OC)c(OC)c(OC)c2)nc2c1c(=O)[nH]c(=O)n2Cc1ccccc1	-4%	3	-0.5%	1%	0%	13µM*	1	u	x	-9%	-3%
CC(=O)/C(=C/Nc1ccc(Oc2ccccc2)cc1)c1ccccc1	-1%	-5	-0.5%	0%	2%	21%	0	-9%	-6%	u	9%
COc1ccc(/C=N/NC(=O)CNS(=O)(=O)c2ccccc2)cc1	x	8	0.0%	1%	-2%	-2%	x	x	x	-8%	-4%
O=C(Nc1cc(C(F)(F)F)cc(C(F)(F)F)c1)c1ccc(Cn2cc(C(F)(F)F)ccc2=O)cc1	1%	-10	0.0%	-10%	-4%	15%	-6	x	-1%	1%	-4%
CC1CCCCN1C(=S)NC(=O)c1ccco1 (centres undefined)	x	7	0.1%	0%	0%	-23%	x	x	x	0%	-5%
CC(C)C1=Nc2cccc3cccc(c23)N1	5%	10	-0.2%	-1%	0%	-27%	-7	4%	9%	-18%	-1%
CCNc1ccc(Br)cc(C(=O)/C=C/c2ccc3c(c2)OCO3)c1=O	-1%	4	-0.8%	-13%	6%	-46%[inhibitor]	-29	u	13%	-18%	1%

Some entries already given, reduced to Tb PFK inh:
| Structure | Tb PFK inh |
| --- | --- |
| Cc1cc(C(=O)CSc2nn3c(=O)c(C(C)(C)C)nnc3s2)c(C)n1C | 0% |
| O=C(N[C@@H](Cc1ccc(O)cc1)C(=O)O)c1cccnc1 | -4% |
| CN(C)C=Nc1c(Br)cc(Br)c2nonc12 | -3% |
| CC(C)C1=Nc2cccc3cccc(c23)N1 | -1% |

(cont.)
molecule	GALK inhibitor	Giardia kill	B2AR arrestin	ASM inhibitor	PTAP TSG101 blk	a7 integrin act	Coupling enz	Menin MLL FP TR	PKM2 act	Chronic BCR inh	Tb PFK inh
Cc1ccc(C(=O)Nc2nnc(C3CCCCC3)s2)o1	-4%	-2	-1.7%	0%	0%	16%	0	-3%	2%	u	-4%
Cc1cccc2cc(CN(CCN(C)C)C(=S)Nc3ccccc3)c(=O)[nH]c12	-3%	9	1.7%	-3%	1%	17%	0	-1%	11%	0%	1%
COc1cc(C(=O)NCCC(=O)NC2CCCc3ccccc32)cc(OC)c1OC (centres undefined)	-8%	-20	-0.1%	1%	-1%	-18%	x	x	x	5%	-6%
CC(C)CN1C(=O)C(=O)N(CC(=O)N2CCN(c3ccccc3)CC2)C1=O	x	5	0.1%	4%	1%	-17%	x	x	x	7%	0%
O=C(NCCCN1CCCC1=O)c1ccc(OCc2ccccc2)cc1	0%	10	-0.7%	3%	-5%	-16%	-1	-4%	5%	4%	-3%
O=C(Nc1ccncc1)c1cc(S(=O)(=O)N2CCCCC2)ccc1Cl	x	-1	0.2%	1%	-3%	39%	x	x	x	0%	6%
C=CCOc1ccc(/C=C/C(=O)OCC(=O)NC2CCCCCC2)cc1	0%	39[activator]	-0.6%	5%	-10%	-42%	-3	-18%	-4%	-1%	2%
O=[N+]([O-])c1ccccc1S(=O)(=O)N1CCN(CC2CC=CCC2)CC1 (centres undefined)	-2%	17	0.0%	1%	-4%	-15%	0	-3%	1%	2%	-5%
COc1ccccc1NCC(O)Cn1c2ccccc2c2ccccc21 (centres undefined)	-2%	-15	0.2%	-16%	-1%	-28%	-5	u	-7%	u	0%
COC(=O)c1cccc(NC(=O)Cc2coc3cc(OC)ccc23)c1	0%	0	-0.6%	-3%	-7%	-11%	2	20%	u	u	-3%
CCOC(=O)Cn1cnc2c(nnn2-c2ccc(F)cc2)c1=O	x	-12	-0.4%	3%	-7%	-10%	-2	-18%	-2%	15%	2%
CCOC(=O)N1CCN(Cc2nc3c(c(=O)n(C)c(=O)n3C)n2Cc2ccccc2)CC1	0%	-3	-0.3%	3%	-2%	-18%	-1	-16%	1%	u	0%
NC(=O)Nc1ccc(C(=O)OCC(=O)Nc2sccc2C(N)=O)cc1	x	-4	0.1%	0%	-2%	1%	x	x	x	u	0%
CS(=O)(=O)c1ccc2nc(NC(=O)CCN3C(=O)c4ccccc4C3=O)sc2c1	5%	-1	0.2%	-2%	-1%	-7%	2	-4%	-4%	u	2%
O=C(N=C1SC2CS(=O)(=O)CC2N1c1ccc(F)cc1)C1CC1 (centres undefined)	13%	0	0.2%	3%	-7%	18%	2	7%	0%	0%	2%

Screens (PubChem)

This is a subset. The share of hits here may be higher or lower than overall.
